From PubChem
DSG3 Ab inh: inhibitors of pemphigus antibody binding to human desmoglein-3; P32926; DSG3-coupled beads, scFv-anti-DSG3-GFP binding, flow cytometry; hits give low values; binding (percent of control), % at 10 µM; 0.48% of 310,000 active; AID 588358;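 active = binding more than 3 SD below its plate's average and above zero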;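 note: hits lower antibody fragment binding to DSG3; some compounds called inactive have numbers as strong as hits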
Target sequence (P32926 whole entry, looked up, the tested form may be a part): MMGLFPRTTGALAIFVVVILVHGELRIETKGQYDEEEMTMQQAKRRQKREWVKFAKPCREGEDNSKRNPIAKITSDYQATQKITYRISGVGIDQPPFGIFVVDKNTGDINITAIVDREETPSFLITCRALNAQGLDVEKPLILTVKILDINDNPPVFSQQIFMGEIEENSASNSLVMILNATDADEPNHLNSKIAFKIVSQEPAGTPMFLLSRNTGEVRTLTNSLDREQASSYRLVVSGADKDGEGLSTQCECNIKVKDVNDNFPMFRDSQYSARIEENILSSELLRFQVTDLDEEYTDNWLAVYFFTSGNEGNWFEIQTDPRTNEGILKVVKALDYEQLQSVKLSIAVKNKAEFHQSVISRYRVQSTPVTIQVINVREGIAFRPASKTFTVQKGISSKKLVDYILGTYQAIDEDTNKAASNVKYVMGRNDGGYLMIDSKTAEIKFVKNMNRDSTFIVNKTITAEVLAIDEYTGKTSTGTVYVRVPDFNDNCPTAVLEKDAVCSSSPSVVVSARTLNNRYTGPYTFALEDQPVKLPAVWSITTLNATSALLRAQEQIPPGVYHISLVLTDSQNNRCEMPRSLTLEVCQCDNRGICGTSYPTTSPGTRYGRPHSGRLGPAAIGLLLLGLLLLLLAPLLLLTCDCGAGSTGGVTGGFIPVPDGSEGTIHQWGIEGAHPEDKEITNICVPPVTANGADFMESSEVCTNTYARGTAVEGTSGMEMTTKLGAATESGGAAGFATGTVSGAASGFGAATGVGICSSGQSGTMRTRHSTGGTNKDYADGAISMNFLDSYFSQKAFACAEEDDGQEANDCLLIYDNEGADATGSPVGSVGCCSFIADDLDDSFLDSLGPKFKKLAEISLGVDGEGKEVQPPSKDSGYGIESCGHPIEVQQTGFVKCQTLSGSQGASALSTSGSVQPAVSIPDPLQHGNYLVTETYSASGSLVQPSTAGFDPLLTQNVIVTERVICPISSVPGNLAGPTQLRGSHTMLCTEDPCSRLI
SR-BI uptake up: SR-BI HDL lipid transfer activation; CHO ldlA[mSR-BI] cells, DiI-HDL uptake fluorescence, 3 h; 100 = double the neutral-control signal; activation, % at 12.5 µM; 0.096% of 320,000 active;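 active = mean replicate activation of at least 60% and every replicate at or above 60%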;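 note: 0% = median plate neutral-control signal and 100% = twice that signal; values of inactives mirror those of a sister screen read the other way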
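Test system: SR-BI-overexpressing, LDLR-lacking CHO cells; Medium: Ham's F12 with 0.5% BSA, HEPES 25 mM, pH 7.4; Schedule: 3 h, 37 °C; Technique: bottom-read fluorescence, 550/595 nm.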
SUMO Mot1 rescue: blocks SUMOylation pathway, rescuing yeast Mot1-301 growth | S. cerevisiae Mot1-301 growth rescue, ATP luminescence, 38.5C; percent above DMSO median, 100 means doubled | growth rescue, % at 18.8 µM | 1% of 320,000 active | AID 2716;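 active = every valid replicate shows activation above 250% relative to neutral control wells; inactive = the rest, any valid replicate at or below 250%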;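 note: OY570 slx delta 5 strain wells were the positive control but not used for scaling; some compounds called inactive have numbers as strong as hits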
MITF TRPM1 HTS: MITF TRPM1 promoter activation in melanoma cells. SK-MEL-5 TRPM1-promoter luciferase, 24 h; % of positive control, neutral wells = 0. activation, % at 12.5 µM. 0.75% of 300,000 active;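 active = mean activation of at least 80% with every replicate also reaching 80%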;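 note: 0% = neutral control wells and 100% = parthenolide positive control wells; values of inactives mirror those of a sister screen read the other way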
CDK5 p35 inh: inhibitors of human CDK5/p35 kinase; 0.01% of 330,000 active; Q00535+Q15078; inhibition, % at 10 µM; Recombinant CDK5/p35, ADP-Glo luminescence, 60 min; AID 488839;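 active = highest replicate inhibition of at least 50% and at least 75% of replicates reaching 50%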;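 note: plate controls were DMSO neutral control for no effect and GW8510 at 10 µM for full effect; many of its hits are not listed in these tables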
dFosB activator: activators of mouse delta FosB homodimer; P13346; 0.99% of 340,000 active; AID 493131; purified delta FosB, TAMRA-CDK5 oligo fluorescence polarization; percent of positive-control signal above neutral wells; activation, % at 25 µM;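 active = mean activation above about 17%, with every replicate also reaching it, limit read from the data, passing the limit was not always enough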;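 note: fluorescence polarization rise as delta FosB binds a TAMRA Cdk5 AP-1 oligo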
Arr AP2 block: inhibitors of human beta-arrestin and AP2 interaction. FITC-arrestin peptide / GST-AP2 beads, flow cytometry; AP2 beta2 appendage carries R879A mutation. inhibition, % at 10 µM. 0.31% of 340,000 active;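 active = inhibition above a set limit, near 3 SD of compounds lacking own fluorescence, cut at about 54% in these data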;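 note: plate controls were DMSO wells for no effect and 5 µM unlabelled arrestin peptide for full effect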
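system = GST-tagged AP2 beta2-adaptin appendage (R879A) on 4 µm glutathione beads | reagent = FITC-labelled arrestin peptide probe, 50 nM final | schedule = compound with beads 12 min RT, then probe 1 h RT | signal = HyperCyt-sampled flow cytometry, FL1 channel, ex 488/em 535 nm | read-out = percent response from loss of bead-bound FITC fluorescence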
PKA-R1A act: activators of PKA-R1A complex | PKA-R1A dissociation, Cy5-IP20 fluorescence polarization; scaled: DMSO 0%, 113 µM cGMP 100% | activation, % at 11.4 µM | 0.083% of 340,000 active;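 active = percent activation above the mean of all tested compounds plus 3 SD, cut at about 19% in these data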;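 note: higher means more PKAc released from R1A so a rise in polarization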
SR-BI HDL uptake: mouse SR-BI HDL lipid transfer inhibition; ldlA[mSR-BI] CHO cells, DiI-HDL uptake fluorescence, 3 h; inhibition, % at 12.5 µM; 0.96% of 320,000 active; AID 488896;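 active = mean replicate inhibition of at least 70% and a set share of replicates each scoring 70 or more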;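 note: 0% = median of neutral control wells and 100% = median of positive control wells; values of inactives mirror those of a sister screen read the other way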
NSD2 inh: NSD2 (human) methyltransferase inhibition; O96028; NSD2 peptide methylation, AlphaScreen, 120 min; inhibition, % at 12.5 µM; 0.54% of 310,000 active; AID 743445; in the data active = inhibition above about 50%
PKA-R2B act: activates the human PKA-R2B holoenzyme complex; P22694+P31323; PKA-R2B holoenzyme dissociation, Cy5-IP20 fluorescence polarization; R2B truncated from residue 108, S112A mutant; 0% DMSO only, 100% 113 µM cGMP; activation, % at 11.4 µM; 0.079% of 340,000 active; AID 504700;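 active = activation above a cutoff set at the mean over all compounds plus 3 SD, cut at about 18% in these data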;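 note: higher means more holoenzyme dissociation and a rise in polarization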
* marks the source's active call; other numbers are inactive results; . = no result given.

SMILES	MITF TRPM1 HTS	SR-BI uptake up	NSD2 inh	SR-BI HDL uptake	Arr AP2 block	DSG3 Ab inh	SUMO Mot1 rescue	PKA-R2B act	dFosB activator	CDK5 p35 inh	PKA-R1A act
COc1cccc(C(=O)Nc2cc(C)ccc2NC(=O)COc2ccccc2)c1	1	-22	-2	22	11	99	-8	-5	0	0.9	3
Cc1ccc(C(C)C)c(OCc2nn(CC(=O)c3ccc(Cl)cc3)c3[n+]2CCCCC3)c1	-66	-26	6	26	10	117	-14	-18	-9	-1.5	-19
COc1ccc(CCNC(=O)CN(Cc2ccc(Cl)cc2)S(C)(=O)=O)cc1OC	-1	-12	-2	12	6	111	-11	8	-7	-1.0	14
O=C(NCCCN1CCOCC1)c1sc2cc(F)ccc2c1Cl	17	11	-2	-11	2	91	129	16	-6	-0.3	-9
CN(Cc1ccc(F)cc1)C(=O)COc1ccccc1-c1ccccc1	-10	-8	-3	8	16	107	11	-3	-2	1.6	-3
CC(C)NC(=S)NC1(C)CCS(=O)(=O)C1 (configuration not stated)	3	5	-1	-5	1	.	10	-4	1	1.1	-3
O=C(Cc1ccccc1F)Nc1cccc(S(=O)(=O)N2CCOCC2)c1	-5	11	.	-11	1	97	5	3	0	1.5	5
C=CCOc1cccc(C2C(C(=O)c3cccs3)=C(O)C(=O)N2Cc2cccnc2)c1 (configuration not stated)	5	19	.	-19	5	87	-33	1	-12	-0.8	-3
O=C(N/C(=C\c1ccc(Cl)cc1)C(=O)N1CCOCC1)c1ccc([N+](=O)[O-])cc1	-5	-10	1	10	0	98	-5	1	-8	-1.7	-7
O=C(N/N=C/C1CCCCC1)c1ccccn1	.	25	-2	-25	5	100	-18	0	2	0.3	-1
COc1cc(/C=N/N2C(=O)C3C4C=CC(CC4)C3C2=O)ccc1O (configuration not stated)	-1	15	0	-15	-1	.	2	.	-12	-1.4	.
OCc1ccc(OCCCOc2cccc3cccnc23)cc1	18	-22	-1	22	-14	102	-20	-2	-8	0.8	1
CCOC(=O)c1cn2nc(Oc3ccc(C#N)cc3)ccc2n1	.	-1	-1	1	11	.	-12	-8	-5	-5.2	-8
COc1cc(C=O)ccc1OCCSc1ccc(Cl)cc1	36	12	-10	-12	7	108	0	-2	-17	-0.5	2
O=C(Nc1ccnn1C1CCN(Cc2ccn[nH]2)CC1)c1ccccc1	-10	2	-3	-2	1	103	9	4	5	-1.7	7
O=C1CC(C(=O)N2CCN(c3ccccc3O)CC2)CN1Cc1ccccc1 (configuration not stated)	1	6	4	-6	-6	107	0	-21	-1	0.9	-7
Cc1cc(C)c2cc(C(=O)N3CCC(N4CCCCC4)CC3)[nH]c2c1	9	-8	5	8	-2	101	31	-9	-7	-1.0	1
CC(=O)Nc1ccc(NC(=O)CCN2C(=O)c3ccccc3C2=O)cc1	.	-8	-1	8	-2	100	4	2	-6	-3.7	-5
CCOC(=O)c1cc(NC(=O)Nc2ccccn2)c(C)nc1C	34	1	-4	-1	3	95	-11	6	-23	-0.3	3
COC(=O)c1cc(-c2ccc(C)o2)nc2ccccc12	3	5	1	-5	18	.	-11	-1	-16	0.3	0
CC(NC(=O)Cc1ccc(S(=O)(=O)N2CCOCC2)s1)c1ccc(Br)cc1 (configuration not stated)	1	1	-3	-1	-1	.	.	-4	-3	-1.3	1
COC(=O)c1c(NC(NC(=O)C(C)C)C(Cl)(Cl)Cl)sc2c1CCCC2 (configuration not stated)	9	21	5	-21	4	97	-2	-1	-3	-0.3	-4
N/C(=N\NC(=O)Nc1ccc(Cl)cc1)c1ccccn1	49	9	-1	-9	-11	.	1	-1	-6	0.1	-6
Cn1c(=O)c2c(nc(NCc3cccnc3)n2Cc2ccc(Cl)cc2)n(C)c1=O	-8	2	-3	-2	21	103	-6	4	-3	1.7	9
COCCCNC(=O)CCc1nc(-c2ccccc2Cl)no1	.	-2	-4	2	10	102	28	-3	-2	-1.3	-1
CN(C(=O)c1ccc(NC(=O)Cc2cccc(NC(=O)C3CCN(C(=O)C4CCC4)CC3)c2)cc1)C1CCCC1	20	-61	.	61	3	99	28	8	-3	-0.3	-2
Cc1c(S(=O)(=O)N2CCN(c3ccc(F)cc3)CC2)c(=O)n(C)c(=O)n1C	-5	32	-1	-32	23	121	-3	0	-15	-3.3	1
O=C(Nc1ccccc1)O/N=C/c1ccccc1Cl	73	6	-2	-6	-1	99	-10	-21	-6	-0.7	-12
Cc1ccc(NC(=O)COC(=O)Cc2cccs2)c(Br)c1	-8	5	.	-5	-4	100	-1	4	5	-0.3	-1
Cc1cc([N+](=O)[O-])ccc1N	5	3	0	-3	-3	99	-3	-3	0	-2.9	-8
CCOC(=O)c1c(NC(C)=O)sc2c1CCC(C=NCCCN(CC)CC)=C2Sc1ccccc1	-32	-70	.	70	43	86	-10	0	10	2.7	9
CN(C(=O)c1cc2n(n1)C(C(F)(F)F)CC(c1ccco1)N2)c1ccc(OC(F)(F)F)cc1 (configuration not stated)	.	5	-2	-5	20	106	-3	2	0	0.1	7
O=C(OC(C(=O)NCC1CCCO1)c1ccc(F)cc1)c1ccco1 (configuration not stated)	.	11	-4	-11	-3	99	3	-12	-2	-0.4	-3
CCOc1ccc2nc(SCC(=O)NNC(=O)c3ccco3)c(C)cc2c1	.	.	0	.	-6	110	10	-4	-6	-1.0	14
O=C(c1ccc2c(=O)n(Cc3ccccc3)c(=S)[nH]c2c1)N1CCOCC1	-12	-1	0	1	22	108	-2	1	-10	0.4	7
CCOC(=O)C1CCCN(C(=O)c2ccc3c(c2)OCCO3)C1 (configuration not stated)	11	37	-2	-37	-4	104	.	-9	-2	1.1	9
CC(OC(=O)C1=NNC(=O)CC1)C(=O)Nc1ncc(Cl)cc1Cl (configuration not stated)	-39	20	-3	-20	16	97	62	5	-3	2.0	3
O=C(NC(Cc1ccccc1)C(=O)O)/C(=C/c1ccccc1)NC(=O)c1ccco1 (configuration not stated)	-19	18	0	-18	-5	110	-22	-2	2	0.2	2
CC(Sc1nn(-c2ccccc2)c(=S)s1)C(=O)NCC1CCCO1 (configuration not stated)	-7	18	-1	-18	-1	.	22	-24	-1	-0.3	0
CNC(=O)c1ccc(N(Cc2ccccc2)S(C)(=O)=O)cc1	12	-7	0	7	-3	106	8	0	6	0.0	-4

2 entries drawn at random from the list so far:
SMILES	MITF TRPM1 HTS	SR-BI uptake up	NSD2 inh	SR-BI HDL uptake	Arr AP2 block	DSG3 Ab inh	SUMO Mot1 rescue	PKA-R2B act	dFosB activator	CDK5 p35 inh	PKA-R1A act
CCOc1ccc2nc(SCC(=O)NNC(=O)c3ccco3)c(C)cc2c1	.	.	0	.	-6	110	10	-4	-6	-1.0	14
CCOC(=O)C1CCCN(C(=O)c2ccc3c(c2)OCCO3)C1 (configuration not stated)	11	37	-2	-37	-4	104	.	-9	-2	1.1	9

New compounds follow
SMILES	MITF TRPM1 HTS	SR-BI uptake up	NSD2 inh	SR-BI HDL uptake	Arr AP2 block	DSG3 Ab inh	SUMO Mot1 rescue	PKA-R2B act	dFosB activator	CDK5 p35 inh	PKA-R1A act
Cc1ccc(C(=O)OCC(=O)Nc2c(Cl)cc(S(N)(=O)=O)cc2Cl)o1	-5	-9	2	9	1	98	131	-6	-5	0.8	3
CC(C)CC(C(=O)Nc1ccccc1)N1C(=O)C2C3C=CC(C3)C2C1=O (configuration not stated)	-6	.	1	.	15	116	12	2	-7	-0.6	-10
CN(C)S(=O)(=O)c1cccc(NC(=S)N/N=C/c2ccc(O)c(O)c2O)c1	-4	-21	-6	21	33	93	.	-4	-5	8.5	0
C=CCN1C(=O)c2ccc(C(=O)N(C)Cc3ccc(C)o3)cc2C1=O	1	7	2	-7	-6	107	3	-4	-7	0.7	-3
O=C(CCC1CCCN(C(=O)c2cccs2)C1)N1CCN(c2ccccn2)CC1 (configuration not stated)	-10	18	-8	-18	-4	97	-18	0	-2	-2.9	2
COc1ccc(OC)c(N(CC(=O)NC2CC2)S(=O)(=O)c2ccc(C)cc2)c1	0	26	-1	-26	-11	.	-16	10	-11	-1.7	-6
CN(C)/C=C(/C(=O)c1ccc(Cl)c(Cl)c1)S(C)(=O)=O	6	19	5	-19	36	100	328	-6	-1	-0.3	-1
COC(=O)CCN(C(=O)C12CC3CC(CC(C3)C1)C2)c1ccccn1	-6	.	-5	1	-26	108	328	-2	4	0.2	-10
Cc1ccc(Cl)cc1N1CCN(C(=O)c2ccccc2SCC(=O)N2CCCC2)CC1	-15	-32	-1	32	7	104	.	0	1	0.2	0
CCCn1c(=N)n(CC(=O)c2ccc([N+](=O)[O-])cc2)c2ccccc21	-25	-70	1	70	20	86	7	-7	-12	1.3	-1
O=C(NCCc1ccccc1)C1CCCN1C(=O)NCc1ccccc1 (configuration not stated)	.	10	1	-10	4	97	-19	-10	5	1.2	-1
COc1ccc(CCN2C(=O)CC(Cc3ccc(C)cc3)C2=O)cc1OC (configuration not stated)	-10	28	-4	-28	-13	104	-13	-2	1	1.0	3
CCC(=O)N1CCN(c2ccc(Cl)cc2NC(=O)c2ccc(N3CCCC3)c([N+](=O)[O-])c2)CC1	7	-76	2	76*	-12	99	9	6	2	1.5	0
Oc1cncc(-c2cccnc2)c1	4	6	.	-6	-1	96	-7	8	-6	-2.1	-6
COc1cc([N+](=O)[O-])ccc1NC(=O)Cc1ccc(F)cc1	7	-21	4	21	22	.	13	-1	-8	-1.0	8
CCCc1nnc(NC(=O)CCS(=O)(=O)c2ccccc2)s1	-2	-5	-1	5	6	98	15	-5	-1	2.8	5
CCOC(=O)c1c(C)nc2c(c1C)/C(=N/O)CC(C)(C)C2	2	-3	-2	3	-4	98	3	-15	-4	-0.5	-14
O=C(NCc1ccccc1)c1ccc(F)c(S(=O)(=O)N2CCOCC2)c1	.	3	-3	-3	18	.	-3	2	-7	0.4	-2
COc1ccccc1CN(CC(=O)NCc1ccco1)C(=O)CNS(=O)(=O)c1ccccc1	.	40	.	-40	19	105	63	-7	-10	0.4	-21
CC1=NN(c2ccccc2)C(=O)C1N=Nc1ccc(N)cc1 (configuration not stated)	13	-58	47	58	5	97	3	-8	-8	1.9	-1
